# MEKK2mut PB1 HTS = signal of MEK5 binding to mutant human MEKK2 PB1 domain. bead flow cytometry, Alexa488-MEK5 binding to MEKK2 mutant. actives 0.35% (n = 290,000). percent response, % at 10 µM; in the data active means percent response above about 24%, passing the limit was not always enough; further: inactives centre near 1; some results filed as inactive read as strong as hits; reference of the scale not given here
# NALP1 inh = NALP1 inhibition; actives 0.61% (n = 280,000); AID 2071; S. cerevisiae NALP1/ASC/caspase-1 growth, X-gal OD620, 72 h; inhibition, % at 10 µM; in the data active means inhibition mostly above about 24%, no sharp cut-off; inactive means mostly below about 32%; further: some compounds called inactive have numbers as strong as hits
# FID counter = fluorescent intercalator displacement, NS3 helicase counter-screen; actives 0.17% (n = 290,000); DNA fluorescent intercalator displacement, fluorescence; inhibition, % at 7.9 µM; in the data active means inhibition above about 37%;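 further: 0% = vehicle and 100% = reference compound; higher means more ethidium bromide displaced from hairpin DNA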
# M18AAP inhibitor = blocks P. falciparum M18 aspartyl aminopeptidase; actives 1.2% (n = 290,000); recombinant PfM18AAP, H-Glu-NHMec fluorogenic cleavage; inhibition, % at 7.35 µM;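 active means inhibition above the campaign mean inhibition over all tested compounds plus 3 SD, cut at about 28% in these data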;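 further: 0% = plate median of test compound wells and 100% = 2 mM ZnCl2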
# PHOSPHO1 inh = blocks human PHOSPHO1 phosphatase activity; Q8TCT1; recombinant PHOSPHO1, absorbance phosphatase assay; actives 1.1% (n = 290,000); AID 1565; inhibition, % at 13.3 µM; in the data active means inhibition above about 60%
# Target sequence (Q8TCT1 whole entry, looked up): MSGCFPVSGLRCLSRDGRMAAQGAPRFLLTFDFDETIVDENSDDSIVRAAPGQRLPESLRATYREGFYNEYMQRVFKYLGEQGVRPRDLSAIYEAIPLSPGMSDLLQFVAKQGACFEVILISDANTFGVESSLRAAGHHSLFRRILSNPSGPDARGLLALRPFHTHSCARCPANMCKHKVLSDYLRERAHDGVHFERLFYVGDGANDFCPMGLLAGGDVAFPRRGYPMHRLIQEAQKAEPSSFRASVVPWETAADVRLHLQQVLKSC
# GPR7 antag = human neuropeptides B/W receptor 1 antagonism; P48145; GPR7-expressing cells, fluorescence antagonist assay; inhibition, % at 4.4 µM; actives 1.1% (n = 290,000); in the data active means inhibition above about 16%, passing the limit was not always enough;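 further: cells stimulated with the agonist NPW; 0% = agonist with vehicle and 100% = vehicle without agonist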
# MEKK3 PB1 HTS = MEKK3-MEK5 PB1 interaction, increase or decrease; bead-based flow cytometry, Alexa488-MEK5 binding to MEKK3; actives lie on both sides; 0 = blocked by unlabeled MEK5, 100 = vehicle; actives 1.4% (n = 290,000); AID 1529; binding response (% of control), % at 10 µM;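 active means binding response more than 3 SD above or below the average of its plate-row segment, actives on both sides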;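 further: Alexa488 bead fluorescence after subtracting the streptavidin-only scavenger bead signal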
# Target sequence (Q99759 whole entry, looked up): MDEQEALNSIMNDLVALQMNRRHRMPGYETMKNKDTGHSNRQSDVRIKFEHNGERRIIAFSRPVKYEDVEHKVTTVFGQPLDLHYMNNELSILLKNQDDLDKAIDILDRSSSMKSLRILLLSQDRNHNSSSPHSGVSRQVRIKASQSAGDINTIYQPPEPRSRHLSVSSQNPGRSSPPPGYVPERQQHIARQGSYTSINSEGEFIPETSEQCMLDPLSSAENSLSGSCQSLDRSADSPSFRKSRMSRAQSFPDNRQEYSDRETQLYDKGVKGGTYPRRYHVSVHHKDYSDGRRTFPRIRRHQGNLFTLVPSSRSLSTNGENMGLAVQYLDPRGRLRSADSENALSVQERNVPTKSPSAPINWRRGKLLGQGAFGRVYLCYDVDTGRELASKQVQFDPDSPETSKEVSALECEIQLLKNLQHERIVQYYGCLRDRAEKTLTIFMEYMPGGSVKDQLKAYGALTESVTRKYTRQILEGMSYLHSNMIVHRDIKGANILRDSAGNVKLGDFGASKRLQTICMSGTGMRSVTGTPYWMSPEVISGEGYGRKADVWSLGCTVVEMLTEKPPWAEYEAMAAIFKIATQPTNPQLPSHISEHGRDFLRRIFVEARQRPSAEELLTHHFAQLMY
# OXTR agonist = activates the human oxytocin receptor. P30559. CHO-OTR cells, Fluo-8 calcium fluorescence; normalized: DMSO 0%, oxytocin 100%. activation, % at 3 µM. actives 0.32% (n = 320,000). AID 2435;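 active means activation above the mean of all tested compounds plus 3 SD, cutoff set per screening run, cut at about 20% in these data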;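 further: peak over basal fluorescence ratio from a 100 s FLIPR kinetic read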
# MEKK2 WT-MEK5 = raises or lowers MEK5 binding to wildtype human MEKK2 PB1 domain. Q9Y2U5. bead flow cytometry, Alexa488-MEK5 binding to MEKK2 WT; actives lie on both sides. actives 1.1% (n = 290,000). binding response (% of control), % at 10 µM. AID 1531; in the data active means binding response below about 67% or above about 130%
# * marks the source's active call; other numbers are inactive results; x = not tested or not shown.
1: Clc1ccc(-c2cnc(Oc3ccccc3)nc2)cc1
2: Cc1ccc(N(CC2CO2)S(=O)(=O)c2ccc(C)cc2)cc1 (configuration not stated)
3: CCOc1ccc(N(CC(=O)NC2CCCCC2)C(=O)CSc2nnc(COc3ccccc3)o2)cc1
4: O=C1OCCC1Sc1nc2ccccc2[nH]1 (configuration not stated)
5: COc1cc2nc(C3CCC3)nc(N3CCN(c4ccccn4)CC3)c2cc1OC
6: COc1ccc(OC)c(C(c2c(O)nc(SC)[nH]c2=O)c2c(O)nc(SC)[nH]c2=O)c1
7: Cc1cccc(C)c1NC(=O)COC(=O)c1ccccc1O
8: COc1ccc(C(=O)Nc2ccc3ncccc3c2)cc1
9: O=C(NCc1ccccc1Cl)C1CCN(S(=O)(=O)N2CCCCC2)CC1
10: CCOC(=O)CSC1=C(C#N)C(c2ccco2)C(C(=O)OCc2ccccc2)=C(C)N1 (configuration not stated)
compound no. | 1 | 2 | 3 | 4 | 5 | 6 | 7 | 8 | 9 | 10
MEKK2mut PB1 HTS | -4 | -12 | -3 | 8 | -2 | 1 | -3 | 3 | 11 | -1
NALP1 inh | 39* | 7 | -63 | -8 | 25 | 27 | 10 | 26 | 7 | 7
FID counter | -1 | -4 | -6 | 0 | -2 | 3 | -3 | -2 | -19 | -14
M18AAP inhibitor | 4 | 0 | -5 | 1 | -9 | -3 | -5 | -14 | -5 | 12
PHOSPHO1 inh | 20 | -5 | -3 | 15 | -13 | 14 | 16 | 36 | 21 | 19
GPR7 antag | 8 | -4 | -14 | 3 | -11 | 2 | -1 | -6 | -6 | -1
MEKK3 PB1 HTS | 94 | 98 | 87 | 106 | 99 | 99 | 100 | 102 | 104 | 103
OXTR agonist | -1.8 | -1.5 | 0.2 | 0.1 | -2.5 | 0.4 | 0.6 | -0.4 | 2.7 | -0.4
MEKK2 WT-MEK5 | 91 | 84 | 103 | 109 | 101 | 98 | 97 | 110 | 99 | 100

# Part of the list above, as tab-separated lines:
no.	molecule	MEKK2mut PB1 HTS	NALP1 inh	FID counter	M18AAP inhibitor	PHOSPHO1 inh	GPR7 antag	MEKK3 PB1 HTS	OXTR agonist	MEKK2 WT-MEK5
7	Cc1cccc(C)c1NC(=O)COC(=O)c1ccccc1O	-3	10	-3	-5	16	-1	100	0.6	97
1	Clc1ccc(-c2cnc(Oc3ccccc3)nc2)cc1	-4	39*	-1	4	20	8	94	-1.8	91

# Quoted from the listing.
# In OXTR agonist, no. 4 has 0.1
# In OXTR agonist, no. 3 has 0.2
# In MEKK3 PB1 HTS, no. 5 has 99
# In MEKK3 PB1 HTS, no. 2 has 98
# In FID counter, no. 10 has -14
# In M18AAP inhibitor, no. 1 has 4

# The list goes on:
11: O=[N+]([O-])c1ccc(NC2CCN(Cc3ccccc3)CC2)c([N+](=O)[O-])c1
12: COc1cc2c(cc1OC)C(=S)NC(C)(C)C2
13: Cc1cccc(NC(=S)N(C)C)c1C
14: CCCn1nnnc1NC(=O)c1cc(Cl)ccc1Cl
15: COC(=O)/C(=N/Nc1cccc(C)c1)N1CCCc2ccccc21
16: N#Cc1cnn(-c2ccccc2)c1NC(=O)CN1CCN(c2ccccc2)CC1
17: CNS(=O)(=O)c1cc(Cl)ccc1Sc1ccccc1C(=O)O
18: CCN(CC)CCNC(=O)C1c2ccccc2C(=O)N(C)C1c1cn(C)c2ccccc12 (configuration not stated)
19: O=C1NCCCC1C(=O)NCCNC(=O)C(F)(F)F (configuration not stated)
20: CCC(C)NS(=O)(=O)c1ccc(F)c(C(=O)Nc2c(F)cc(F)cc2Br)c1 (configuration not stated)
compound no. | 11 | 12 | 13 | 14 | 15 | 16 | 17 | 18 | 19 | 20
MEKK2mut PB1 HTS | -2 | 4 | -21 | 20 | 7 | 2 | 0 | 6 | -1 | -11
NALP1 inh | 16 | 9 | 23 | 1 | 32 | -28 | -4 | -6 | 19 | 0
FID counter | 18 | 1 | -3 | -3 | -7 | -18 | -12 | 6 | -3 | -19
M18AAP inhibitor | 4 | -1 | -12 | 1 | 7 | 8 | -4 | -1 | 2 | 0
PHOSPHO1 inh | 37 | 44 | -4 | -7 | -8 | 42 | 20 | -2 | -8 | 2
GPR7 antag | -10 | 10 | -7 | -2 | -5 | -10 | -13 | -4 | -10 | 1
MEKK3 PB1 HTS | 105 | 102 | 85 | 104 | 112 | 97 | 103 | 106 | 97 | 90
OXTR agonist | 0.6 | 0.0 | 0.2 | 0.0 | 0.7 | -1.3 | -0.3 | -0.8 | 0.3 | -0.5
MEKK2 WT-MEK5 | 108 | 101 | 87 | 112 | 89 | 101 | 100 | 106 | 95 | 88

21: COc1ccc(S(=O)(=O)Nc2ccc(C)cc2)cc1OC
22: COc1cc(/C=C2\NC(=S)N(C)C2=O)ccc1OCc1cccc(F)c1
23: COc1ccc(N2C(=O)CCC2(C(N)=O)c2ccccc2)cc1 (configuration not stated)
24: Cc1c(C(=O)N(C)C(C)c2ccccn2)oc2c(F)cccc12 (configuration not stated)
25: CC(=O)C1C(c2ccc(Cl)cc2)c2c(n[nH]c2C)CC1(C)O (configuration not stated)
26: Cc1ccc(NC(=O)CC2CS(=O)(=O)CC2CC(=O)Nc2ccc(C)c(C)c2)cc1C (configuration not stated)
27: CCc1cccc2c(C(=O)C(NCCOC)c3ccccc3)c[nH]c12 (configuration not stated)
28: CC(=O)N/C(=N\OCc1ccccc1Cl)c1nonc1NC(C)=O
29: COC(=O)c1ccc(NC(=O)c2cccnc2)cc1
30: Cc1ccc(OC(=O)CCN2C(=O)c3ccccc3C2=O)cc1C
compound no. | 21 | 22 | 23 | 24 | 25 | 26 | 27 | 28 | 29 | 30
MEKK2mut PB1 HTS | 2 | -1 | 4 | 0 | -1 | 2 | 5 | 0 | 3 | 2
NALP1 inh | 35 | 7 | 12 | 19 | 1 | 0 | 8 | 6 | 6 | 4
FID counter | -5 | -9 | -4 | -35 | -6 | -6 | 5 | 0 | -3 | -10
M18AAP inhibitor | -5 | -4 | 10 | 13 | 0 | -11 | 9 | -2 | -3 | -1
PHOSPHO1 inh | 14 | 30 | 47 | 3 | 28 | 24 | 6 | -15 | 8 | -13
GPR7 antag | -10 | -10 | -25 | 14 | -12 | -10 | 7 | -3 | -11 | -3
MEKK3 PB1 HTS | 102 | 104 | 99 | 93 | 104 | 106 | 101 | 99 | 99 | 99
OXTR agonist | 0.4 | 1.0 | 0.9 | -1.1 | 1.8 | 0.0 | 7.7 | 0.1 | 0.9 | -1.8
MEKK2 WT-MEK5 | 106 | 103 | 105 | 99 | 102 | 107 | 107 | 101 | 106 | 101

31: CC1(C)Cc2c(C#N)c(N3CCOCC3)nc(Cc3ccccc3)c2CO1
32: N#CCc1nn2c(-c3ccccc3)ccnc2c1C#N
33: COC(=O)c1nc(Cl)c(Cl)c(N)c1Cl
34: Cc1ccc(N=C2S/C(=C\c3cn(CC(=O)O)c4ccccc34)C(=O)N2C)cc1
35: COC(=O)c1ccccc1NC(=O)CNC(=O)c1ccc(OC)c(OC)c1
36: COc1ccc(Br)cc1S(=O)(=O)N(CC(=O)N1CCN(C)CC1)c1ccccc1
37: CCC(C)n1c(NC(=O)c2ccccc2)c(C#N)c2nc3ccccc3nc21 (configuration not stated)
38: CN(Cc1ccco1)C(=O)C(Cc1ccccc1)NS(=O)(=O)c1ccc2c(c1)CCC(=O)N2 (configuration not stated)
39: CCCc1oc(C(=O)O)cc1CN1CCCC1
40: COc1ccc2[nH]cc(C3N4CC5(C)CN3CC(C)(C4)C5=O)c2c1 (configuration not stated)
compound no. | 31 | 32 | 33 | 34 | 35 | 36 | 37 | 38 | 39 | 40
MEKK2mut PB1 HTS | 5 | -5 | 2 | -5 | -3 | 10 | 2 | 0 | 3 | 14
NALP1 inh | -6 | 6 | -2 | 6 | 9 | 19 | -6 | 22 | 18 | -2
FID counter | -14 | -8 | -1 | -3 | -15 | 14 | -1 | -23 | -1 | -3
M18AAP inhibitor | 8 | 3 | -1 | 4 | -2 | -7 | 3 | 2 | 4 | -8
PHOSPHO1 inh | -6 | x | 20 | -13 | 34 | 29 | -122 | 5 | 6 | 48
GPR7 antag | -8 | -4 | -11 | 0 | -2 | -6 | 11 | -4 | -11 | 0
MEKK3 PB1 HTS | 102 | 94 | 96 | 92 | 88 | 102 | 96 | 97 | 102 | 114
OXTR agonist | -1.8 | 1.7 | -0.3 | -0.4 | 0.9 | 0.8 | 2.6 | 0.7 | 0.6 | 0.1
MEKK2 WT-MEK5 | 100 | 96 | 102 | 92 | 92 | 106 | 83 | 101 | 102 | 114

# Entries above that contain bromine:
20: CCC(C)NS(=O)(=O)c1ccc(F)c(C(=O)Nc2c(F)cc(F)cc2Br)c1 (configuration not stated)
36: COc1ccc(Br)cc1S(=O)(=O)N(CC(=O)N1CCN(C)CC1)c1ccccc1
compound no. | 20 | 36
MEKK2mut PB1 HTS | -11 | 10
NALP1 inh | 0 | 19
FID counter | -19 | 14
M18AAP inhibitor | 0 | -7
PHOSPHO1 inh | 2 | 29
GPR7 antag | 1 | -6
MEKK3 PB1 HTS | 90 | 102
OXTR agonist | -0.5 | 0.8
MEKK2 WT-MEK5 | 88 | 106

# Remaining list, next part
41: CCOC(=O)c1nnn(CC(=O)NC(=O)Nc2ccccc2)c1C(=O)OCC
42: CN(CCc1cn[nH]c1)Cc1nc(Cc2ccccc2)no1
43: Cc1cc(C(=O)CSc2nn3c(=O)c(C(C)(C)C)nnc3s2)c(C)n1C1CC1
44: O=C(c1ccc2c3n(nc2c1)-c1ccc(Cl)cc1CO3)N1CCCCC1
45: CCOC(=O)c1c(C)[nH]c(C)c1C(=O)COC(=O)c1nc2nccc(C)n2n1
46: C=CCn1c(SCC(=O)Nc2ccc(S(N)(=O)=O)cc2)nnc1-c1cnccn1
47: O=C(CNC(=O)/C(=C\c1ccc(Br)cc1)NC(=O)c1ccccc1)OCc1ccccc1
48: CC(O)COc1ccc(/C(=N/O)c2ccccc2)cc1 (configuration not stated)
49: CCSc1nnc(NC(=O)CSc2nnc(-c3c[nH]c4ccccc34)n2C)s1
compound no. | 41 | 42 | 43 | 44 | 45 | 46 | 47 | 48 | 49
MEKK2mut PB1 HTS | -4 | -11 | -5 | 1 | 6 | 3 | 16 | 1 | 8
NALP1 inh | -6 | 4 | -15 | 4 | 0 | 16 | 18 | -2 | 11
FID counter | -21 | -10 | -10 | x | -10 | -13 | -23 | 1 | -1
M18AAP inhibitor | -11 | -5 | 12 | x | -1 | 0 | -3 | -3 | -5
PHOSPHO1 inh | -23 | 41 | 44 | 40 | 32 | 21 | -21 | 2 | 40
GPR7 antag | 0 | -5 | -4 | x | -13 | -4 | -5 | -12 | -9
MEKK3 PB1 HTS | 103 | 92 | 101 | 94 | 107 | 103 | 104 | 98 | 105
OXTR agonist | 2.6 | 0.9 | -1.2 | -0.5 | 0.9 | 1.1 | -0.6 | 4.0 | 0.8
MEKK2 WT-MEK5 | 99 | 88 | 99 | 92 | 106 | 103 | 102 | 103 | 104

# Four compounds from above, reduced to M18AAP inhibitor and OXTR agonist:
cpd | structure | M18AAP inhibitor | OXTR agonist
44 | O=C(c1ccc2c3n(nc2c1)-c1ccc(Cl)cc1CO3)N1CCCCC1 | x | -0.5
45 | CCOC(=O)c1c(C)[nH]c(C)c1C(=O)COC(=O)c1nc2nccc(C)n2n1 | -1 | 0.9
46 | C=CCn1c(SCC(=O)Nc2ccc(S(N)(=O)=O)cc2)nnc1-c1cnccn1 | 0 | 1.1
47 | O=C(CNC(=O)/C(=C\c1ccc(Br)cc1)NC(=O)c1ccccc1)OCc1ccccc1 | -3 | -0.6

# Assay outcomes (PubChem)
